# Screening data deposited in PubChem by several laboratories.
# FXIIa inh 1536 = blocks human coagulation factor XIIa protease activity. P00748. purified FXIIa, Boc-QGR-AMC fluorogenic substrate, 2 h. actives 0.3% (n = 220,000). inhibition, % at 5 µM. AID 800; in the data active means inhibition above about 40%;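 further: 0% = enzyme with no compound and 100% = blank without enzyme; many of its hits are not listed in these tables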
# p97 ATPase inh = inhibitors of human p97 ATPase | P55072 | recombinant p97 ATPase, Kinase-Glo ATP luminescence, 3 h | inhibition, % at 8 µM | actives 0.42% (n = 220,000) | AID 1481; in the data active means inhibition above about 15%;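 further: 0% = DMSO vehicle and 100% = wells lacking enzyme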
# Target sequence (P55072 whole entry, looked up): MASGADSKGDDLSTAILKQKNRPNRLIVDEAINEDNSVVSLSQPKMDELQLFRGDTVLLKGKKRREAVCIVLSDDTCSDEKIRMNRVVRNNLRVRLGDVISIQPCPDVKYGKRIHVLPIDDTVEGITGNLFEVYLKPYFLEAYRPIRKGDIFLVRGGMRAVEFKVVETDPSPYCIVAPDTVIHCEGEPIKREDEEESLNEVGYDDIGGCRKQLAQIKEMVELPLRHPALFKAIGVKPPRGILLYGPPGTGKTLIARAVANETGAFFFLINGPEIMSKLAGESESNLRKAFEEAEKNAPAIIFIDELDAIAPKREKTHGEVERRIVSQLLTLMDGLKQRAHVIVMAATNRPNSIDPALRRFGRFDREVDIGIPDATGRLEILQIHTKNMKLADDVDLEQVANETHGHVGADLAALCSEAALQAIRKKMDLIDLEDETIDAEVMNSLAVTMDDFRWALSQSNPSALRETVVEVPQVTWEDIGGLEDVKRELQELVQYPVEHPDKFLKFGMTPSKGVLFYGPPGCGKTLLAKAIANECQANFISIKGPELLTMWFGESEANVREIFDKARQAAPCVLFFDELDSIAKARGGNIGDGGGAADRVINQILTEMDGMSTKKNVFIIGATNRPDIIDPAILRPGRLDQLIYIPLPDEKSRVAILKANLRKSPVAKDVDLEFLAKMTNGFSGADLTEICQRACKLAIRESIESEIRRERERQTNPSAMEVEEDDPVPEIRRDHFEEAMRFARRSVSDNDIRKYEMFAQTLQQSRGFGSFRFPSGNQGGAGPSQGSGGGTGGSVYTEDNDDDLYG
# 14-3-3 Bad inh = disrupts binding of bovine 14-3-3 zeta to phospho-Bad peptide; inhibition, % at 21.7 µM; actives 0.71% (n = 220,000); TR-FRET 14-3-3zeta/Dy647-pBad peptide displacement, 1 h;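 active means inhibition above about 70%, limit read from the data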;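 further: 0% = full 14-3-3 plus peptide FRET controls and 100% = background without 14-3-3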
# Target sequence (P63103 whole entry, looked up): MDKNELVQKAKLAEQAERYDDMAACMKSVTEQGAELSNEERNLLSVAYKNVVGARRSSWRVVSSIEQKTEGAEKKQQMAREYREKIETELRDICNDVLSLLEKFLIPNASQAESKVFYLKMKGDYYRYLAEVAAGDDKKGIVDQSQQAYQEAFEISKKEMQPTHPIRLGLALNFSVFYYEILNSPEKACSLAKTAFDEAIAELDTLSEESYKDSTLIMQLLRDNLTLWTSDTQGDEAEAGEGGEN
# Rad51 HR inh = Rad51 (human) homologous recombination inhibition; hRad51 DNA strand exchange, fluorescence dequenching; inhibition, % at 10 µM; Q06609; actives 0.085% (n = 200,000);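 active means inhibition above 40% at the single screening dose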;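 further: 0% = DMSO control wells and 100% = blanks with heterologous ssDNA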
#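 material = hRad51 filaments on single-stranded DNA | reagent = Donor/quencher-labelled 47-bp dsDNA substrate | compound = 10 µM final, single point | schedule = strand-exchange reaction 15 min at room temperature | measured by = fluorescein emission 520 nm, excitation 485 nm | read-out basis = % inhibition versus plate control and blank means | benchmarks = plate controls and plate blanks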
# KLK5 inh = inhibitors of human kallikrein 5; Q9Y337; recombinant hK5, fluorogenic AMC substrate cleavage; inhibition, % at 5 µM; actives 0.59% (n = 210,000); AID 873;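 active means inhibition of 40% or more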;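 further: 0% = enzyme controls without compound and 100% = no-enzyme blanks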
# Mdm2 ligase inh = blocks human Mdm2 ubiquitin ligase activity; AID 1230; cell-based MDM2 ubiquitination luciferase reporter, 2 h; 0 = plate control, 100 = twice control, blank-subtracted; signal enhancement, % at 5 µM; actives 0.11% (n = 210,000);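 active means signal enhancement of 30% or more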;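 further: luminescence tracks abundance of the self-degrading MDM2-luciferase fusion protein; higher signal means inhibition of MDM2 E3 ligase activity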
#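 Test system: mammalian cells stably expressing self-ubiquitinating, self-degrading MDM2 E3–luciferase fusion; Amount: 2000 cells in each well; Medium: DMEM; Schedule: 4 h settle plus 2 h compound, 37 °C; Technique: SteadyLite luciferase luminescence after 15 min room-temperature reagent incubation; Benchmarks: plate control and blank wells.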
# Wee1 degr inh = inhibitors of human Wee1 degradation; AID 1321; actives 1.2% (n = 220,000); HeLa Luc-Wee1K328M stability, luciferase luminescence; 100% = proteasome inhibitor MG132 effect; P30291; reporter increase, % at 5 µM;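 active means activation above the mean of all tested compounds plus 3 SD, set per screening run, cut at about 8.8% in these data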;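 further: cells exposed to compound for 20 h before luminescence read; 0% = DMSO alone and 100% = MG132 at 30 µM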
# FXIa inh = factor XIa (human) inhibition | actives 0.14% (n = 220,000) | P03951 | purified FXIa, Boc-Glu-Ala-Arg-AMC fluorogenic substrate | AID 798 | inhibition, % at 5 µM;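 active means inhibition of at least 40%; inactive means inhibition below 40%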;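 further: fluorescence of freed AMC excited at 355 nm; 0% = enzyme without compound and 100% = no enzyme blank; many of its hits are not listed in these tables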
# eIF4E-4G inh = blocks eIF4E binding to eIF4G | AID 782 | P63073+Q04637 | TR-FRET eIF4E-eIF4GI(517-606) binding, 2 h | actives 0.37% (n = 220,000) | inhibition, % at 21.7 µM;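 active means inhibition above about 30%, limit read from the data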;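 further: 0% = full FRET control wells and 100% = background wells lacking eIF4GI fragment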
# Numbers without * were called inactive; / = not tested or not shown; [ ] = remark or other dose.
FXIIa inh 1536,p97 ATPase inh,14-3-3 Bad inh,Rad51 HR inh,KLK5 inh,canonical_smiles,Mdm2 ligase inh,Wee1 degr inh,FXIa inh,eIF4E-4G inh
9.5,1.2,20.6,-2.8,3.2,O=C(C[n+]1ccc(-c2cc(C(=O)Nc3cccc(C(F)(F)F)c3)c3ccccc3n2)cc1)c1cccc([N+](=O)[O-])c1,-3.0,-2.5,-1.4,-4.1
4.5,-0.3,1.7[fluorescence artefact?],14.5,-13.3,CCC(CC)C(=O)Nc1cc([N+](=O)[O-])ccc1F,-2.0,-2.2,1.6,0.9[fluorescence artefact?]
7.9,-4.0,0.4,-3.5,-74.5,Cc1cccc(NC(=S)N/N=C2/CCCCc3ccccc32)c1,-12.7,2.5,-5.0,4.6
2.6,0.7,7.4,0.8,-0.8,CC1CC(C)CN(CCCNC(=O)Cn2ncc3c(=O)oc4ccccc4c32)C1 (stereo not drawn),-9.3,-2.9,2.0,-0.2
-1.8,-6.7,1.5,-0.4,12.1,COc1ccc(NS(=O)(=O)c2cccc(Cl)c2Cl)cc1S(=O)(=O)N1CCCCC1,-20.3,0.5,-4.2,1.4
8.1,0.5,-1.9,/,-13.0,CCOC(=O)C1CCCN(C(=O)c2ccc([N+](=O)[O-])c(C)c2)C1 (stereo not drawn),-10.5,0.2,6.3,-2.8
18.3,-0.8,-9.7,-9.4,-17.4,Cc1cccc(OCc2nnc(SCc3nc4cc(C(F)(F)F)ccc4c(=O)[nH]3)o2)c1,-15.3,-1.5,7.4,-6.9
10.2,3.9,-18.7[fluorescence artefact?],5.6,-19.1,Cc1ccccc1OCCN1C(=O)C(=O)c2cccc(C)c21,11.5,3.7,6.3,2.8
1.1,2.8,4.3,-4.7,-0.9,O=C(CSCc1ccc([N+](=O)[O-])cc1)Nc1ccccc1C(=O)O,0.7,-3.6,-3.4,1.4
6.5,1.4,3.5,-0.9,1.4,CCCC(=O)c1ccc(N2CCN(C(=O)c3ccc(Br)cc3)CC2)c(F)c1,-9.9,-2.6,1.1,3.5
5.2,6.2,-1.4,5.7,-22.8,CC(C)c1ccc(/C=N/NC(=O)c2nnn(-c3nonc3N)c2CSC2=NCCS2)cc1,-4.1,3.6,8.9,-5.5
19.6,-0.2,-0.1,-10.1,-7.9,O=C(Nc1cc(C(F)(F)F)ccc1F)C1CCCCC1,-11.2,-1.3,7.7,2.0
5.8,6.2,-11.8,34.2,7.6,CN=C(NC(=O)Nc1c(C)cccc1C)NC(=O)Nc1c(C)cccc1C,-3.6,-2.4,-0.4,-0.8
22.0,-1.6,1.3,3.3,-4.5,CN(Cc1ccccc1)c1nc(CN2CCOCC2)nc2scc(-c3ccccc3)c12,-2.9,0.8,12.3,4.6[fluorescence artefact?]
11.3,-0.4,-2.8,-0.2,1.8,Cc1cccc(N2CCN(C(=O)CS(=O)(=O)Cc3nc(-c4ccccc4F)oc3C)CC2C)c1 (stereo not drawn),-6.1,-1.2,0.3,0.6

# Other results.
FXIIa inh 1536,p97 ATPase inh,14-3-3 Bad inh,Rad51 HR inh,KLK5 inh,canonical_smiles,Mdm2 ligase inh,Wee1 degr inh,FXIa inh,eIF4E-4G inh
7.6,5.9,-17.6,/,-6.5,Cc1c2ccccc2nc2c(F)c(NC(C)C)c(F)c(F)c12,-0.1,0.2,4.5,-0.7
1.3,2.9,7.4,-5.8,14.3,Cc1nc(CC(=O)N2CCN(S(=O)(=O)c3ccccc3C#N)CC2)cs1,-19.7,-2.9,-5.5,0.2
10.6,-7.9,4.6,3.5,-23.3,Cc1ccc(N(Cc2ccc([N+](=O)[O-])cc2)C(=O)c2ccco2)cc1,-5.4,-1.9,-0.6,4.7
-0.6,-0.1,2.9,4.4,-16.0,CSCC(=O)Nc1nc(-c2ccc3c(c2)OCCO3)cs1,-22.9,5.5,11.2,1.3
4.8,2.0,16.3,-5.1,3.0,O=S(=O)(Nc1cccc2c1ccc1cccn12)c1cccs1,-3.7,2.6,0.8,2.9
9.3,7.0,20.8,-4.9,0.6,Clc1ccc(-n2nnc(-c3nccs3)n2)cc1Cl,/,1.2,0.5,7.9
12.4,-1.3,13.2,5.4,-27.9,CCCCn1nc2cc(C(=O)NCc3ccc(C(F)(F)F)cc3C(F)(F)F)ccc2c1OCC,-3.0,5.9,-2.4,-4.7
16.3,0.5,-3.0[fluorescence artefact?],-1.8,3.4,Cn1c(=O)n(C)c2cc(/C=N/n3cnnc3)ccc21,29.0,-0.2,2.9,-9.3
23.5,-10.2,-5.0,/,-13.4,COc1ccc2c(c1)C(C)CC(C)(C)N2C(=O)CSc1nc2ccccc2s1 (stereo not drawn),-24.0,2.2,13.8,-3.3
-0.2,6.1,-4.2,2.1,-0.4,O=C(CSc1ncnc2sc3c(c12)CCCC3)c1ccccc1,-4.5,1.9,-4.6,-0.3[fluorescence artefact?]
6.0,5.3,5.0,-1.5,-14.9,CCCCC(=O)Nc1cccc(-c2cn3ccsc3n2)c1,-7.6,-2.8,-18.8,1.6
12.8,-2.0,14.1[fluorescence artefact?],-3.1,-20.9,Cn1cccc1/C=C1\SC(=O)N(CC(=O)Nc2ccc(Cl)cc2)C1=O,-4.1,-1.6,2.4,-13.1
12.1,-1.6,2.1,-9.4,-52.4,COc1ccc(OC)c(NC(=O)CSc2nc3cccnc3n2C)c1,4.3,-1.8,-3.8,-8.3
18.3,6.9,-10.9[fluorescence artefact?],3.1,2.2,CCOc1cc(C2Nc3cccc4cccc(c34)N2)ccc1O,-7.8,-0.4,5.0,8.6[fluorescence artefact?]
5.5,4.2,-6.2,/,/,COc1ccccc1C(=O)NC(=S)N1CCc2ccccc21,/,-0.4,-0.8,-1.7

# Carrying on:
FXIIa inh 1536,p97 ATPase inh,14-3-3 Bad inh,Rad51 HR inh,KLK5 inh,canonical_smiles,Mdm2 ligase inh,Wee1 degr inh,FXIa inh,eIF4E-4G inh
-0.6,1.1,5.1[fluorescence artefact?],0.8,4.1,CC(c1ccccc1)C1C(C#N)=C(N)OC2=C1C(=O)CC(C)(C)C2 (stereo not drawn),0.6,-2.9,-0.2,2.3
4.4,-1.5,-9.4,4.9,3.3,Cc1noc(C)c1COC(=O)COc1ccc(-c2ccccc2)cc1,-6.7,-2.6,9.9,-1.1
6.5,4.0,-10.6,3.5,-10.1,CC(c1ccccc1F)n1cc(C(=O)NCCCn2ccnc2)nn1 (stereo not drawn),-1.1,-2.9,-5.0,-2.5[fluorescence artefact?]
6.3,2.7,-10.4,-6.4,3.1,COCCNC(=S)N/N=C(\C)CCc1ccc2c(c1)OCO2,-4.2,0.3,-0.6,-6.1
10.0,2.8,-10.6,1.7,-9.4,COCCNC(=O)C(c1ccc(C)o1)N(Cc1ccco1)C(=O)c1snc(C(N)=O)c1N (stereo not drawn),-3.8,2.1,0.9,0.8
12.7,-1.1,2.5,-171.6,0.9,COC(=O)c1ccc(NC(=O)CCN2C(=O)CSC2=O)cc1,-7.3,4.3,0.6,1.1
11.3,0.9,9.2,4.1,0.8,CCn1nnnc1SCC(=O)c1cc(Cl)ccc1OC,-5.0,1.6,12.7,4.0
-8.0,-6.6,-6.8[fluorescence artefact?],1.9,-20.4,O=C(CN1C(=O)c2ccccc2C1=O)NCC1COc2ccccc2O1 (stereo not drawn),-15.0,-2.8,-6.7,-1.2[fluorescence artefact?]
13.2,1.1,-9.5,/,-2.5,CC(C)Cn1nnc2c(=O)oc3ccccc3c21,10.1,0.0,0.8,4.6[fluorescence artefact?]
9.2,-3.7,-10.2,2.2,-28.8,Cc1ccc(S(=O)(=O)N2CCC(C(=O)N[C@H](C(=O)NCc3ccco3)C(C)C)CC2)cc1,-4.3,1.5,1.3,-8.2
7.5,0.2,6.7,-55.9,-10.5,CCOC(=O)Cc1csc(NS(=O)(=O)c2ccc3ccccc3c2)n1,5.2,-0.8,6.2,-0.1[fluorescence artefact?]
2.6,-1.4,1.6,2.1,20.1,CCNc1nc(N)c(C(=O)C23CC4CC(CC(C4)C2)C3)s1,-12.2,-0.2,2.8,-0.8
4.3,0.7,-3.1,14.3,-2.2,COc1ccc(OC)c(/C=C/C(=O)Nc2cccc(S(=O)(=O)N3CCCC3)c2)c1,8.4,1.0,-2.9,-0.2
0.3,4.6,0.3[fluorescence artefact?],0.2,-6.1,CC(NC(=O)NCc1cccnc1)(C(F)(F)F)C(F)(F)F,-8.9,5.7,-1.8,3.0[fluorescence artefact?]
4.0,2.9,-6.9,0.6,0.3,OCC1(Cc2cccc(Cl)c2)CCCN(Cc2cn[nH]c2C2CCCCC2)C1 (stereo not drawn),1.8,-1.8,-3.6,2.3

# Sorted by number of heavy atoms (ascending): some entries from above
FXIIa inh 1536,p97 ATPase inh,14-3-3 Bad inh,Rad51 HR inh,KLK5 inh,canonical_smiles,Mdm2 ligase inh,Wee1 degr inh,FXIa inh,eIF4E-4G inh
11.3,0.9,9.2,4.1,0.8,CCn1nnnc1SCC(=O)c1cc(Cl)ccc1OC,-5.0,1.6,12.7,4.0
4.0,2.9,-6.9,0.6,0.3,OCC1(Cc2cccc(Cl)c2)CCCN(Cc2cn[nH]c2C2CCCCC2)C1 (stereo not drawn),1.8,-1.8,-3.6,2.3
10.0,2.8,-10.6,1.7,-9.4,COCCNC(=O)C(c1ccc(C)o1)N(Cc1ccco1)C(=O)c1snc(C(N)=O)c1N (stereo not drawn),-3.8,2.1,0.9,0.8

# The listing continues:
FXIIa inh 1536,p97 ATPase inh,14-3-3 Bad inh,Rad51 HR inh,KLK5 inh,canonical_smiles,Mdm2 ligase inh,Wee1 degr inh,FXIa inh,eIF4E-4G inh
3.6,2.2,-2.6,16.7,0.7,Fc1ccc(-c2nnc3ccccn23)cc1,4.3,-1.9,-0.7,4.1
5.5,3.7,-5.8,/,/,N/C(=N/S(=O)(=O)c1ccccc1)c1cccc([N+](=O)[O-])c1,/,4.7,-0.5,0.7
13.6,1.8,15.2,-2.0,-7.4,CSc1nnc(Cn2c(=O)sc3ccccc32)n1C,-10.3,2.2,5.4,-1.1
17.6,6.9,10.2[fluorescence artefact?],-3.5,1.8,Cc1ccccc1NC1C=CS(=O)(=O)C1 (stereo not drawn),-0.6,2.1,16.2,3.1
24.4,-1.3,2.9,1.9,-11.4,COc1ccc(NS(=O)(=O)c2ccc(OCC(=O)N3CCCC3)cc2)cc1,-8.5,-1.4,10.8,-6.1
0.5,2.5,-14.7,-19.5,-8.9,O=C(Nc1ncc(Cc2cccc([N+](=O)[O-])c2)s1)c1ccco1,2.3,-1.6,-3.9,0.4
9.4,5.9,-1.4,/,2.8,Cc1ccnc(NS(=O)(=O)c2cc(C(F)(F)F)ccc2Cl)c1,-23.5,2.4,4.3,0.2
14.0,-1.9,25.7[fluorescence artefact?],6.9,-7.9,CCn1c(/C=C/N(C)c2ccccc2)[n+](CC)c2ccc(Cl)cc21,-20.3,-1.4,-3.8,-0.4[fluorescence artefact?]
8.3,2.0,-13.1,-50.7,/,O=C1CSC(c2ccccn2)N1c1ccccc1F (stereo not drawn),-1.9,1.6,-4.8,0.8
-5.6,-8.5,-10.5,-5.9,3.6,COc1ccc(-c2cc3nc(C)c(CCC(=O)NCc4ccco4)c(C)n3n2)c(OC)c1,-12.9,0.3,-7.5,-2.4
2.5,-0.7,-7.8,-3.5,3.0,CCC(C)(C)n1nnnc1C(c1ccccc1OC)N1CCSCC1 (stereo not drawn),1.3,0.7,-0.9,0.4
